High-throughput results: PubChem, Sanford-Burnham Center for Chemical Genomics
STEP block: inhibitors of human striatal-enriched phosphatase STEP. P54829. recombinant STEP, OMFP fluorogenic substrate, fluorescence. inhibition, % at 20 µM. 360,000 compounds, 0.25% hits. AID 588621;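 active = inhibition at 20 µM, scaled per plate between control wells, above about 37%, limit read from the data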;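 also: 0% = DMSO with enzyme and substrate and 100% = substrate only without enzyme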
Target sequence (P54829 whole entry, looked up): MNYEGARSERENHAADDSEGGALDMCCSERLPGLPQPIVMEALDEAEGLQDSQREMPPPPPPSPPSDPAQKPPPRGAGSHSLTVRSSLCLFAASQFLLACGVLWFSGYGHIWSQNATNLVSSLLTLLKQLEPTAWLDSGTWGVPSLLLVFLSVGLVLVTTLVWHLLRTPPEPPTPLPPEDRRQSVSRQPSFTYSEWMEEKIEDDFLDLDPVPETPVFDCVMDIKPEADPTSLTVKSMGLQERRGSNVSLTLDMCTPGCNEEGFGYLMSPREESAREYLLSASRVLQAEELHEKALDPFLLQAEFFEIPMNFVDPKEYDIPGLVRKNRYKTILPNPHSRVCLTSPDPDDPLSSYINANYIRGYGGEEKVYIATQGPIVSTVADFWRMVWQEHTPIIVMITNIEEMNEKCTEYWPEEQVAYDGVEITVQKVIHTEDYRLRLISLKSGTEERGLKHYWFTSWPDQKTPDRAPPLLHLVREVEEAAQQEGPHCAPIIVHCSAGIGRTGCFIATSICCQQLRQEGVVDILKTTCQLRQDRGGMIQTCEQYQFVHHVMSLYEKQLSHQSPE
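Assay system: isolated STEP enzyme. Buffer or medium: pH 6.0 Bis-Tris with DTT and Tween 20. Also added: fluorogenic phosphatase substrate OMFP at 25 µM final. Dosing: 20 µM, 1% DMSO. Timing: 20 min reaction, room temperature, in the dark. Measured by: fluorescence intensity, excitation 480 nm, emission 540 nm. Evaluation: normalized % inhibition.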
Scp1 inh: blocks human Scp-1 phosphatase activity. Q9GZU7. Recombinant Scp1, phosphopeptide, malachite green phosphate absorbance. inhibition, % at 20 µM. 340,000 compounds, 0.88% hits;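 active = inhibition above about 50% at 20 µM, limit read from the data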;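 also: plate controls were DMSO wells with enzyme for no effect and wells lacking enzyme for full effect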
Target sequence (Q9GZU7 76-261 limits assumed): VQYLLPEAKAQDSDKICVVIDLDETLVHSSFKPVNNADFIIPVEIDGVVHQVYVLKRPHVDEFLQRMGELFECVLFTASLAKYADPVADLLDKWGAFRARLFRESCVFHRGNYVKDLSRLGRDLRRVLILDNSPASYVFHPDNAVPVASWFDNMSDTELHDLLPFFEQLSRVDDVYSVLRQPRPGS
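Assay system: SCP-1 catalytic fragment, aa 76-261 | Buffer or medium: Tris acetate buffer pH 5.5 with MgCl2 and Tween-20 | Compound: One concentration, 20 µM, with 1.0% DMSO | Also added: Phospho 17-mer peptide substrate | Signal: Absorbance at 630 nm | Incubation: 45 min enzyme reaction at room temperature | Measure: % inhibition of SCP-1 phosphate liberation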
NadD block: blocks S. aureus nicotinate mononucleotide adenylyltransferase; purified NadD enzyme, colorimetric absorbance read-out; inhibition, % at 20 µM; 360,000 compounds, 0.78% hits; in the data active = inhibition above about 26%; also: some compounds past the cut are filed as inactive
MT1-MMP act inh: blocks activation of human MT1-MMP | HT1080 RFP-PRO-GFP cells, GFP/RFP ratio fluorescence, overnight; percent of plate control window, DMSO zero | 360,000 compounds, 0.061% hits | GFP/RFP ratio change, % at 20 µM;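 active = GFP/RFP ratio change of at least 30% with cell ATP level not reduced by more than half and red fluorescence within 50% of control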; also: strong numbers were not always called active
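Test system: HT1080 cells expressing an RFP-PRO-GFP fluorescent reporter construct / Compound dosing: single-point 20 µM compound, 1% DMSO / Schedule: cells overnight before dosing, compound overnight, 37 °C, 5% CO2 / Evaluation: GFP/RFP fluorescence ratio / Control set: DMSO and RFP-L50D-GFP cell wells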
NRP1-CendR mod: modulators of CendR peptide binding to human neuropilin-1; O14786; FAM-RPARPAR peptide binding to NRP-1, fluorescence polarization; inhibition, % at 25 µM; AID 602438; 360,000 compounds, 0.85% hits;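 active = inhibition or corrected inhibition above about 18%, plus a signal ratio from 0.5 to 1.5, limit read from the data, passing the limit was not always enough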; also: strong numbers were not always called active
SKN-1 block: inhibitors of C. elegans SKN-1 | inhibition, % at 21.8 µM | 360,000 compounds, 0.49% hits | C. elegans VP596 Pgst-4::GFP/RFP ratio, acrylamide-induced, 24 h;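 active = interference check ratio from 0.5 to 1.5 plus GFP to RFP signal ratio inhibition reaching or exceeding a fixed threshold, cut at about 30% in these data, passing the limit was not always enough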; also: some compounds called inactive have numbers as strong as hits
DNMT1 inh: inhibitors of human DNMT1; P26358; DNMT1 molecular beacon, Hinp1I cleavage, fluorescence; inhibition (reported as % activation of signal), % at 10 µM; 360,000 compounds, 0.83% hits; in the data active = inhibition above about 50%
LMPTP inh: blocks human LMPTP phosphatase; P24666; recombinant LMPTP-A, OMFP fluorogenic substrate, fluorescence intensity; inhibition, % at 20 µM; 360,000 compounds, 0.22% hits; AID 651560;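 active = compounds that cut the enzyme signal by at least half of the control window in the single-dose screen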;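 also: plate controls were DMSO wells with enzyme plus substrate for no effect and substrate without enzyme for full effect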
Target sequence (P24666 whole entry, looked up): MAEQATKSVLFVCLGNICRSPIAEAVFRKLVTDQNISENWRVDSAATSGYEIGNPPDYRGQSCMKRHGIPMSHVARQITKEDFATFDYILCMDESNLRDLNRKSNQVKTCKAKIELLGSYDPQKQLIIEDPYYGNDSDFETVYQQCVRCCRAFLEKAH
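material = LMPTP-A | quantity = 0.625 nM enzyme | reagent = OMFP substrate, 400 µM final | buffer or medium = Bis-Tris pH 6.0, DTT, detergent | detection = endpoint fluorescence intensity from OMFP dephosphorylation | dosing = single 20 µM dose | read-out basis = % inhibition relative to no-enzyme and uninhibited control wells | control set = no-enzyme and uninhibited controls | timing = 50 min at room temperature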
Rpn11 block: inhibitors of human proteasome Rpn11; 360,000 compounds, 0.59% hits; calls only at 20 µM; O00487; human 26S proteasome, Ub4-pepOG fluorescence polarization; 20S core pre-blocked with epoxomicin;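 active = inhibition at 20 µM, scaled to each plate's controls, above about 33%, limit read from the data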
SUMO1 PPI mod: modulators of human SUMO1-mediated protein-protein interactions. P63165. SUMO1 binding to a labelled peptide, TR-FRET, 1 h. inhibition, % at 20 µM. 360,000 compounds, 0.33% hits; in the data active = inhibition above about 37%
Target sequence (P63165 whole entry, looked up): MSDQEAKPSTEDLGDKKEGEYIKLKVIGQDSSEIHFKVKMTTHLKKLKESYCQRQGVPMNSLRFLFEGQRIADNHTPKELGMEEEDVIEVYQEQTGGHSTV
* = called active by the depositor; i = inactive; nt = no result given.

SMILES	STEP block	Scp1 inh	NadD block	MT1-MMP act inh	NRP1-CendR mod	SKN-1 block	DNMT1 inh	LMPTP inh	Rpn11 block	SUMO1 PPI mod
C=CCOc1ccc(CN(C)C(=O)CN2C(=O)c3ccccc3C2=O)cc1	1	-10	-10	-3	-1	-3	1	0.1	i	-25
CC1=C(C(=O)N(C)C)CC(CC(=O)NC2CCCC2)C(=O)N1Cc1ccc(F)cc1 (stereo not given)	-3	nt	-5	0	-9	2	2	-1.2	i	4
NC(=O)c1ccsc1NC(=O)c1ccc(S(=O)(=O)N2CCCCC2)cc1	-2	-16	-3	nt	-17	11	-7	4.2	i	11
O=C(Cn1nnc(-c2cccc(C(F)(F)F)c2)n1)NC1CCCC1	-1	-10	-2	10	19	12	1	-1.0	i	1
C/C(CC(=O)Nc1ccc(Cl)cc1Cl)=N\NC(=O)C(=O)NCCO	-2	-5	6	-6	-2	1	-1	-1.1	i	-1
O=C1NC2=C(C(=O)CCC2)C(c2ccc(OC(F)F)cc2)N1 (stereo not given)	-2	-1	3	-1	-3	0	-2	-1.4	i	3
COc1cccc(CN2CCc3ccc(NC(=O)CCc4ccc(C)cc4)cc3C2)c1O	2	-2	-2	-1	5	13	-4	6.1	i	-11
CC(C)Oc1ccc(C(=O)Nc2cc(S(=O)(=O)N3CCOCC3)ccc2N2CCOCC2)cc1	-2	-3	1	-5	14	11	0	0.5	i	-1
CCC1=C(OC(=O)N(CC)CC)N2C(=O)OC(=NCC(=O)OC)[C@]2(Cc2ccccc2)[C@H]2C1=CC[C@H]1C(=O)NC(=O)[C@H]12	0	2	0	0	-1	9	5	-1.1	i	3
O=C(CC(SCCO)c1ccc(F)cc1)c1ccco1 (stereo not given)	0	-2	2	8	9	2	0	-0.2	i	-7
CCSc1nc2nc(C)cc(C)n2n1	1	-7	0	1	6	32	10	-0.1	i	-1
COc1ccc(C(=O)N/C(=C/c2cccc3ccccc23)C(=O)NCCc2c[nH]c3ccccc23)cc1OC	4	-4	15	-3	-1	4	-11	2.4	i	-1
CCN1C(=O)[C@H]2[C@H]3CN=C(SCc4ccccc4)N3[C@@](Cc3ccccc3)(C(=O)OC)[C@H]2C1=O	1	7	1	-1	-4	-4	1	-1.5	i	3
COC(=O)CN(C)C(=O)c1ccccc1OC1CCN(S(C)(=O)=O)CC1	1	-8	-3	-3	6	16	1	1.4	i	1
CCOC(=O)c1nnc2cc(C)nn2c1C	2	1	-1	0	2	12	1	-0.1	i	-16
CNS(=O)(=O)c1cccc(C(=O)OCC(=O)Nc2cc(F)ccc2F)c1	2	-9	2	-2	4	2	2	-0.5	i	11
CCn1nccc1C(=O)Nc1ccc(C)c(C)c1	-3	-6	-4	-2	-13	17	1	-0.8	i	8
Cc1cccc(NC(=O)CSCC(=O)NNC(=O)c2ccoc2C)c1	1	4	-3	-6	-5	1	1	-1.0	i	1
C=CCSc1nnc(-c2ccccc2N=Cc2c(C)[nH]n(-c3ccccc3)c2=O)c(=O)[nH]1	0	1	9	3	-2	-18	-1	2.5	i	3
CC(C)c1onc(C(=O)N(C)C2CCCCC2)c1[N+](=O)[O-]	2	-4	1	-1	-1	-4	-1	-1.2	i	-2
CCc1ccccc1NC(=S)N(CCCN1CCOCC1)Cc1cccs1	3	-8	-7	-3	7	0	-1	-4.1	i	-3
Fc1ccc(CSc2nsc(SCc3ccc(F)cc3)n2)cc1	-2	-18	0	4	-5	1	-5	3.4	i	-2
CC(C)(C)OC(=O)N(CCc1ccccc1)Cc1ccc(OCc2cccc(NC(=O)c3ccccc3)c2)cc1	2	-8	2	-4	8	-24	2	1.3	i	2
COc1ccccc1NC(=O)CCN1CCN(c2ccc(Cl)cc2)CC1	-4	4	-2	0	6	8	-2	0.0	i	5
CN(CC(=O)Nc1cccc(F)c1)C(=O)c1cn(-c2ccccc2)nc1-c1ccccc1	6	-8	0	0	17	6	-3	1.5	i	-1
Cc1c(C(=O)N2CCOCC2)c(S(=O)(=O)Nc2ccc(OC(F)(F)F)cc2)c(C)n1C	-2	-3	-8	-2	15	-4	3	-1.0	i	3
CCC1(c2ccccc2)SC(=O)NC1=O (stereo not given)	-3	-2	2	-5	3	-6	2	-2.3	i	2
COc1ccc(-c2csc(NC(=O)C3CSC4(C)CCC(=O)N34)n2)cc1OC (stereo not given)	0	6	-3	7	-2	13	2	-0.2	i	-4
Cc1ccc(-n2nnc3c(=O)n(CC(=O)NCC4CCCO4)cnc32)cc1 (stereo not given)	2	0	-6	4	0	13	0	-1.7	i	-4
O=C(OCC(=O)N1CCCCCC1)c1ccc(S(=O)(=O)N2CCOCC2)cc1	3	-6	2	-8	-11	-1	4	-1.3	i	-1
CC12CCC(=O)N1C(C(=O)NNC(=O)COc1cccc(C(F)(F)F)c1)CS2 (stereo not given)	1	-4	-3	1	-12	5	0	-0.2	i	6
CCO[C@H]1c2c(ccc3ccc(=O)oc23)OC(C)(C)[C@H]1O	-1	-8	-3	1	10	11	2	-1.1	i	4
Cc1cc2nc(-c3nnnn3-c3c(C)cccc3C)c(=O)[nH]c2cc1C	nt	nt	9	3	-1	-1	nt	1.4	nt	0
O=C(c1ccc(S(=O)(=O)N2CCCC2)cc1)N1CCCc2ccccc21	-6	1	-7	-1	0	-26	0	0.1	i	0
O=C(Nc1ccc(Cl)cn1)C1COc2ccccc2O1 (stereo not given)	1	-2	0	-4	-3	0	2	0.4	i	1
O=C(Nc1nnc(SCCN2CCOCC2)s1)C1CC(=O)N(c2ccc(F)cc2)C1 (stereo not given)	2	-2	0	-2	5	1	-8	2.4	i	0
COc1ccc(C(=O)Nc2cccc(NC(=O)c3cccs3)c2)cc1	-1	-12	-4	2	2	2	-1	1.7	i	8
O=C(O)c1cccc(N2C(=O)CSC2c2c(F)cccc2Cl)c1 (stereo not given)	-6	-4	-2	-1	1	-10	0	-1.5	i	5
Cc1cc(C)cc(OCC(=O)N2N=C(c3cccnc3)CC2(O)C(F)(F)F)c1 (stereo not given)	-2	-1	-2	3	-2	-3	-1	0.6	i	5
COc1cc(O)c(C(CCN2CCN(c3ccccc3)CC2)c2ccc3c(c2)OCO3)c(OC)c1 (stereo not given)	4	-1	2	3	12	-1	-11	3.1	i	2

A stretch from the list above, as a working copy:
SMILES	STEP block	Scp1 inh	NadD block	MT1-MMP act inh	NRP1-CendR mod	SKN-1 block	DNMT1 inh	LMPTP inh	Rpn11 block	SUMO1 PPI mod
CC12CCC(=O)N1C(C(=O)NNC(=O)COc1cccc(C(F)(F)F)c1)CS2 (stereo not given)	1	-4	-3	1	-12	5	0	-0.2	i	6
CCO[C@H]1c2c(ccc3ccc(=O)oc23)OC(C)(C)[C@H]1O	-1	-8	-3	1	10	11	2	-1.1	i	4
Cc1cc2nc(-c3nnnn3-c3c(C)cccc3C)c(=O)[nH]c2cc1C	nt	nt	9	3	-1	-1	nt	1.4	nt	0
O=C(c1ccc(S(=O)(=O)N2CCCC2)cc1)N1CCCc2ccccc21	-6	1	-7	-1	0	-26	0	0.1	i	0
O=C(Nc1ccc(Cl)cn1)C1COc2ccccc2O1 (stereo not given)	1	-2	0	-4	-3	0	2	0.4	i	1

The listing continues.
SMILES	STEP block	Scp1 inh	NadD block	MT1-MMP act inh	NRP1-CendR mod	SKN-1 block	DNMT1 inh	LMPTP inh	Rpn11 block	SUMO1 PPI mod
CCOC(=O)C1=CN(Cc2cccc(F)c2)S(=O)(=O)NC1c1ccc(F)c(Cl)c1 (stereo not given)	-2	-8	-7	1	2	5	6	2.5	i	4
Cc1cccc(Nc2nc(N3CCCCC3)nc(N3CCCCC3)n2)c1	-2	13	13	2	-2	11	0	2.4	i	-4
CC1CC(C)CN(CCCNC(=O)c2cc3c(=O)[nH]c4ccccc4c3n2C)C1 (stereo not given)	2	-4	-5	2	5	-3	2	2.6	i	-1
C=CCOc1ccccc1CNCCNC(=O)c1nonc1N	0	-3	-2	0	-24	-8	-1	-3.5	i	-3
CCCC(=O)OCC(=O)Nc1cc(C(C)(C)C)nn1-c1ccccc1	4	-14	-2	0	3	-23	1	1.2	i	2
CCN1C(=O)C(=O)N(CC(=O)Nc2ccccc2Oc2ccccc2)C1=O	-1	4	2	1	8	-5	5	-0.3	i	1
Cn1c(CN2CCCC2)nc2cc(NC(=O)COc3ccc(Cl)cc3)ccc21	2	-5	8	4	-8	-4	-12	0.7	i	0
CNC(=S)NNC(=O)c1cccn(Cc2cccc(C(F)(F)F)c2)c1=O	-1	-9	0	2	-2	32	3	0.0	i	-1
Cc1cc(OCC(=O)N(C)C2CCCCC2)cc(C)c1Cl	-3	-9	-6	-3	3	16	2	1.3	i	5
COC(=O)c1ccc(-n2nnnc2SC)cc1	33	-5	10	3	-7	14	-5	-2.1	i	4
CCOC(=O)c1c(-c2ccsc2)csc1N	0	-6	0	2	22	-1	-18	-0.6	i	-5
COc1ccc(NC(=O)C(C)SCc2ccccc2)cc1 (stereo not given)	2	-9	0	1	4	3	0	0.9	i	-1
CC(C)OCCCN1C(=O)c2ccccc2C1C(=O)NC1CCCCC1 (stereo not given)	-5	0	-1	2	4	-10	0	-0.3	i	-1
CC(=O)N1c2ccccc2Sc2ccc3ccccc3c21	0	nt	-4	-5	-9	23	-8	-0.2	i	-6
CCOC(=O)C1=C(C)Nc2ccccc2N=C1NC(=O)c1oc2ccccc2c1COC	1	-6	-4	-19	-6	-5	-3	2.8	i	-1
O=C(CCC(=O)N(CC(=O)NC1CCCC1)c1ccccc1F)Nc1nccs1	-2	-6	-10	0	-8	-2	1	-0.2	i	3
Cc1nnc(N/N=C/c2ccco2)n1N	3	-5	-1	3	2	2	-1	0.9	i	-3
Cc1ccc2oc(=O)n(CC(=O)O)c2c1	3	-4	3	-5	0	-5	-5	-1.6	i	5
O=C(CCCCCn1c(=O)[nH]c2ccsc2c1=O)N1CCN(C2CCCCC2)CC1	-1	-8	1	-1	3	-11	-1	8.1	i	-2
COc1ccc(C2(CNC(=O)Cc3ccccc3)CCCC2)cc1OC	-3	-6	2	-2	4	6	0	-0.5	i	4
COc1ccccc1/C=N/NC(=O)c1ccc(Br)cc1	1	25	-4	-1	-7	1	-2	-0.2	i	-6
CN(C)C(=S)Nc1ccc2c(c1)OCO2	29	-1	2	-2	8	7	-2	1.7	i	-1
